GPR151 ag – human GPR151 activation; PathHunter beta-arrestin GPR151 cells, luminescence; activation, % at 11.2 µM; 650,000 compounds, 1% hits; in the data active = activation above about 4.9%;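 note: 0% = median of compound wells and 100% = cells with positive control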
Target sequence (Q8TDV0 whole entry, looked up): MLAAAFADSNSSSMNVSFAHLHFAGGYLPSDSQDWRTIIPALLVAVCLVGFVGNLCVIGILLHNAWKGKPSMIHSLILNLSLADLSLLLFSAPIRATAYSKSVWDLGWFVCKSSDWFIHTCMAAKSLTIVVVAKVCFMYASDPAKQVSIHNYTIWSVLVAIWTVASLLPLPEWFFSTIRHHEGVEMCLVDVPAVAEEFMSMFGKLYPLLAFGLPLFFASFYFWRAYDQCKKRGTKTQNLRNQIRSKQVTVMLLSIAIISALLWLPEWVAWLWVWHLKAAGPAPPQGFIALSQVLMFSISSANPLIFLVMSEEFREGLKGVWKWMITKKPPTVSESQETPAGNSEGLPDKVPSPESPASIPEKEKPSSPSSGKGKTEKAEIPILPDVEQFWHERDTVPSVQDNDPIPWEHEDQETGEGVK
MITF inh – blocks human microphthalmia-associated transcription factor. O75030. AlphaScreen MITF homodimerization, bead proximity signal. inhibition, % at 2.6 µM. 650,000 compounds, 0.91% hits; in the data active = inhibition above about 50%;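 note: 0% = vehicle wells with protein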
FBW7 act – human FBW7 E3 ligase activation, primary screen; Q969H0; AlphaScreen FBW7–phospho-cyclin E peptide binding, activator screen; normalized activity (activation), % at 26.1 µM; 650,000 compounds, 0.13% hits; in the data active = normalized activity above about 1.9%;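 note: purified mutant Fbw7 with reduced substrate affinity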
Target sequence (Q969H0 whole entry, looked up): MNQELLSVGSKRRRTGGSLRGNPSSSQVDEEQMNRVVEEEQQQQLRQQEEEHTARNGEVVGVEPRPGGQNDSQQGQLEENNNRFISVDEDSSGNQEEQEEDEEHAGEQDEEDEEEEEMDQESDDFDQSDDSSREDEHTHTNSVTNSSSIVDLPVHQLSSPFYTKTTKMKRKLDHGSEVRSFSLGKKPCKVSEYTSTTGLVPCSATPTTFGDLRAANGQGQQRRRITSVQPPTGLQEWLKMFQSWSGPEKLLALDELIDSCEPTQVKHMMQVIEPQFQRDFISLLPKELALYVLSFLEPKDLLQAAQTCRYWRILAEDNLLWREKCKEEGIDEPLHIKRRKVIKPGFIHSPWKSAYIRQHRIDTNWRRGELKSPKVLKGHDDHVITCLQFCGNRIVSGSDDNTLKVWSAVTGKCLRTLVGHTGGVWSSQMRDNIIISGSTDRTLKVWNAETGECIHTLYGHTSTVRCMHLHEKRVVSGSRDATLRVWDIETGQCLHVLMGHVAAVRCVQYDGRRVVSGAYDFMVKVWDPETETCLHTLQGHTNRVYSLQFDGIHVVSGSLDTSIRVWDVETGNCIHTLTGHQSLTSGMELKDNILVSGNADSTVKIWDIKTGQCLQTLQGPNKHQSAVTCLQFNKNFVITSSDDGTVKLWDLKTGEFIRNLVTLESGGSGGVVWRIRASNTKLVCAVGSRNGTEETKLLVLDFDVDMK
TEAD-YAP block – TEAD-YAP interaction inhibition; HEK-TIYL cells, TEAD-Gal4/YAP UAS-luciferase luminescence; inhibition, % at 9.12 µM; 640,000 compounds, 1.4% hits; in the data active = inhibition above about 32%;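 note: 0% = median of test compound wells and 100% = reference inhibitor wells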
Numbers without * were called inactive; / = no result given; & = joins results of further samples.

cpd	Compound	GPR151 ag	MITF inh	FBW7 act	TEAD-YAP block
1	CCc1ccc(-n2c(C)cc(/C=C3\C(=N)N4N=C(C(C)C)SC4=NC3=O)c2C)cc1	-0.4	1	-0.1	-9
2	Cc1ccc(C2NS(=O)(=O)N=C2N)cc1 (stereo not given)	1.4	52*	-0.1	5
3	O=C(Oc1cccc(NC(=O)c2ccccc2Cl)c1)c1ccc(Cl)c(S(=O)(=O)N2CCCCC2)c1	-0.4	-4	0.0	-1
4	Cc1ccc(C(=O)COC(=O)c2ccc(-n3cnnn3)cc2)cc1C	-1.1	9	-0.1	8
5	CN(c1nnc(N)s1)C1CCCCC1	-0.8	12	0.7	-10
6	CC1CCN(CC(O)COCCOc2ccc(Br)cc2)CC1 (stereo not given)	-0.7	1	-0.2	1
7	Cn1c(N)c(Br)c(-c2ccc(F)cc2)c(C#N)c1=O	1.3	9	-0.1	11
8	Cc1ccccc1CS(=O)(=O)CCC(=O)NC(C)c1ccccc1 (stereo not given)	-0.5	2	0.0	-1
9	Cc1noc(NS(=O)(=O)c2ccc(NC(=O)/C=C/c3ccc(F)cc3)cc2)c1C	-1.0	9	-0.2	7
10	CC(C)(C)OC(=O)COc1ccc(/C=N/NC(=O)CC#N)cc1	-1.8	18	0.5	-62
11	COc1ccc(S(=O)(=O)N(CC(=O)N2CCCCC2)c2ccc(C)cc2)cc1OC	-1.6	11	0.5	9
12	O=C(NCC12CC3CC(C1)CC(CNC(=O)C(F)(F)F)(C3)C2)C(F)(F)F	0.7	-4	0.0	-8
13	N#C/C(=C\c1ccc(F)cc1)c1nn(-c2ccccc2)c(N)c1C#N	-0.6	-7	0.2	-11
14	CCN(CC)S(=O)(=O)c1ccc(N(C)C)c(N)c1	0.3	8	0.6	12
15	CC/C(C)=N/N1C(=O)c2ccccc2NC1(C)CC (stereo not given)	0.8	-17	0.0	-44
16	COc1ccc(-c2cnc(N3CCc4ccccc4C3)nc2)cc1	0.1	1	0.2	-49
17	CCCC(=O)C1=C(c2ccc(Br)cc2)N(C(=O)CCC)n2cnnc2S1	-1.2	-2	-1.1	18
18	CCOc1ccccc1C(=O)Nc1cccc(C)c1	0.1	-3	0.1	-4
19	O=C1N(c2ccccc2)C[C@@H]2C[C@@H](c3ccc(F)cc3)N3CCC[C@@]123	-1.0	10	0.2	6
20	COCCN1C(=O)CC(CC(=O)N(C)Cc2ccc(C)cc2)(c2ccccc2OC)C1=O (stereo not given)	2.6	5	0.0	-38
21	Cc1csc(NC(=O)c2cc[n+]([O-])cc2)n1	-1.7	-7	-0.1	6
22	COc1ccc2c(c1)C(=O)N(CCc1ccc(S(=O)(=O)NC(=O)NC3CCCCC3)cc1)C(=O)C2(C)C	0.4	-1	0.1	/
23	CN[C@@H]1[C@H](O[C@H]2[C@H](O[C@@H]3[C@@H](O)[C@H](O)[C@@H](N=C(N)N)[C@H](O)[C@H]3N=C(N)N)O[C@@H](C)[C@]2(O)C=O)O[C@@H](CO)[C@H](O)[C@H]1O	-1.0	12	0.3	/
24	N#CC1=C(N)NC(S)=C(C#N)C1c1cccc2ccccc12 (stereo not given)	0.0	14	0.4	-13
25	CCOc1ccc(-c2cc(C(=O)N/N=C\c3ccccc3O)[nH]n2)cc1OC	1.5	4	-0.1	1
26	NC(=O)N1c2ccccc2C=Cc2ccccc21	0.7&0.4&-0.5&-2.1	15&-1&-1&29	0.1&0.0&0.0&0.8	5&-5
27	CCOC(=O)c1c(-c2ccccc2)oc2ccc(OC(=O)c3ccccc3)cc12	0.0	13	0.7	3
28	CCCN1CCN(C(c2cc3cc(CC)ccc3[nH]c2=O)c2nnnn2CCOC)CC1 (stereo not given)	0.8	8	-0.1	-2
29	CC(Sc1nnc(N)s1)C(=O)Nc1ccc(F)c(F)c1F (stereo not given)	-0.1	-3	-0.1	2
30	O=C(Cc1ccc(Cl)cc1)N(Cc1ccccc1)c1ccccn1	0.6	-6	0.0	5
31	COc1ccc(-n2ncc3c(NC(C)C)ncnc32)cc1	-0.8	6	0.1	-2
32	O=C(CSc1ccc2nnc(-c3ccccc3)n2n1)NCc1ccc2c(c1)OCO2	0.7	-1	-0.1	-3
33	O=C(Nc1nccs1)c1cccc(S(=O)(=O)N2CCCCC2)c1	-1.6	-16	0.1	-7
34	CN(CCOC(=O)c1ccccc1F)C(C)(C)C	0.0	-13	0.1	-2
35	COCCn1nnnc1C(c1cc2cc3c(cc2[nH]c1=O)OCO3)N1CCCCCC1 (stereo not given)	0.9	-7	0.0	0
36	O=C(NC(=S)NCCCN1CCOCC1)c1ccc(Cl)cc1Cl	1.3	-5	0.6	0
37	O=C1C=C/C(=N\S(=O)(=O)c2cccc([N+](=O)[O-])c2)c2ccccc21	-1.4	14	0.0	9
38	O=C(N/N=C/c1ccccc1C(=O)O)c1ccncc1	0.1	2	-0.1	4
39	COc1ccc(S(=O)(=O)NNC(=O)C(=O)NNc2ccccc2)cc1	0.0	-2	0.0	-5
40	Cc1occc1C(=O)OCC(=O)Nc1ccc(OC(F)(F)F)cc1	1.2	-6	0.3	-8
41	CCCCOc1ccc(/C=c2\sc3nc(-c4cccnc4)nn3c2=O)cc1OC	-0.9	-1	-0.1	2
42	Cn1c(O)c(/C=N/c2nc(-c3ccccc3)sc2-c2ccccc2)c(=O)[nH]c1=O	0.9	12	0.4	-45
43	Cc1cc(C(=O)COc2ccc(Br)cc2CO)c(C)n1C	-0.9	-2	-0.3	-4
44	CC(=O)Nc1cccc(NC(=O)CSc2ccc(-c3ccc4c(c3)OCO4)nn2)c1	0.4	6	1.1	-3
45	CCOc1ccc(N2C(=O)CC(N3CCN(c4ncccn4)CC3)C2=O)cc1 (stereo not given)	-0.2	2	0.5	6

Given with two lines to a compound: 4 of the compounds above
Every second line gives: GPR151 ag, MITF inh, FBW7 act, TEAD-YAP block
#39 COc1ccc(S(=O)(=O)NNC(=O)C(=O)NNc2ccccc2)cc1
→ 0.0, -2, 0.0, -5
#32 O=C(CSc1ccc2nnc(-c3ccccc3)n2n1)NCc1ccc2c(c1)OCO2
→ 0.7, -1, -0.1, -3
#44 CC(=O)Nc1cccc(NC(=O)CSc2ccc(-c3ccc4c(c3)OCO4)nn2)c1
→ 0.4, 6, 1.1, -3
#43 Cc1cc(C(=O)COc2ccc(Br)cc2CO)c(C)n1C
→ -0.9, -2, -0.3, -4

(continued)
cpd	Compound	GPR151 ag	MITF inh	FBW7 act	TEAD-YAP block
46	COc1ccc(Br)cc1-c1nc2ccc(OC(C)=O)cc2c(=O)o1	1.1	-2	0.5	-6
47	C1=NCn2c3c(c4cc(C5CCCCC5)ccc42)CCCC13 (stereo not given)	-0.9	-4	0.0	-6
48	CC(C)(C)c1ccc(C2=N/C(=C\C=C\c3ccccc3)C(=O)O2)cc1	-1.4	-1	0.6	2
49	COc1ccc(C(=O)Nc2cccc(Cl)c2N2CCCC2)cc1	0.0	10	0.2	3
50	COc1ccc(C2=NN3COc4ccccc4C3C2)cc1 (stereo not given)	-1.3	0	-0.2	-44
51	COc1ccc(CN2CCC3(CC2)CC3C(=O)Nc2ccc(OC)c(Cl)c2)cc1O (stereo not given)	0.9	-1	-0.2	5
52	CN(c1cccc(NC(=O)COc2ccc(Cl)cc2)c1)S(C)(=O)=O	0.7	-2	0.0	-12
53	Cc1ccc2nc(COc3ccc(C)nc3[N+](=O)[O-])cn2c1	-1.0	8	0.1	-36
54	CC(C)CSc1nnc(CNC(=O)Cc2ccn(C)c2)n1C	-0.3	1	0.0	2
55	COCCn1c(SCC(=O)N2CCc3ccccc32)nnc1-c1ccccc1	-0.4	-1	-0.1	-6
56	Cc1ccc2nc(SCCC3OCCO3)nc(=O)n2c1	-2.1	-7	0.1	-12
57	CCSC1=NSC2=NC(=O)/C(=C\c3ccc(C)o3)C(=N)N12	0.2	-16	-0.1	-16
58	CCOc1ccc(/C(O)=C/c2nc3ccccc3oc2=O)cc1	-0.3	7	-0.1	2
59	N[C@H](Cc1ccc(Cl)cc1)c1nc2ncc(-c3ccncc3)cc2[nH]1	-0.7	14	-0.6	21
60	CCOc1ccc(OCc2ccc(C(=O)NNC3CC(=O)N(CCOC)C3=O)cc2)cc1 (stereo not given)	0.1	0	0.2	-35
61	CCOC(=O)c1c(NC(=O)C(C)Sc2nnc(CNC(=O)c3cccc(C)c3)n2Cc2ccccc2)sc2c1CCC2 (stereo not given)	0.7	18	0.0	12
62	CCOC(=O)C1CCCN(C(=O)c2ccccc2I)C1 (stereo not given)	-1.3	12	-0.1	0
63	NC(=O)C1CCN(C(=O)C2C3CCC(C3)C2C(=O)O)CC1 (stereo not given)	0.0	5	-0.1	-2
64	C/C(=N/Nc1ncc(Br)cn1)c1ccc([N+](=O)[O-])cc1	-0.3	12	0.8	-30
65	CSc1ccc(/C=N/N(C)S(=O)(=O)c2ccc(C)cc2)cc1	1.9	38	-0.1	7
66	CCOC(=O)c1cccc(C(=O)Oc2ccc(F)cc2)n1	1.5	7	0.0	-4
67	CC1=C(C(=O)N2CCOCC2)C(c2cccc(Br)c2)NC(=O)N1 (stereo not given)	1.6	20	-0.1	-2
68	CCN1CCN(c2ncnc3sc(C(=O)Nc4ccc(F)cc4F)c(C)c23)CC1	0.5	-6	0.0	2
69	COc1cccc(-c2nc3sc4c(c3c(=O)n2CC(=O)Nc2ccc(N(C)C)cc2)CCCC4)c1	-0.3	21	-0.1	-11
70	CC(C)C(=O)Nc1c2c(nn1-c1ccc(Oc3ccccc3)cc1)CSC2	-0.1	-15	0.0	-10
71	CC(C)(Oc1ccc(Cl)cc1)C(=O)n1nnc2ccccc21	-0.6	6	0.0	4
72	Cc1[nH]c2ccc(F)cc2c1CC(=O)O	-0.7	-7	-0.1	-10
73	CCCC(=O)NC(=S)NNC(=O)c1ccc(O)cc1	-1.6	8	-1.2	-2
74	O=C(NNC(=S)NCCc1ccccc1)c1ccc(Br)s1	1.6	8	0.0	7
75	O=C(O)c1ccc(CSc2nnnn2-c2ccccc2)cc1	0.5	7	0.1	0
76	C[C@@H]1CN(C(=O)c2nc3ccc(Cl)cn3c2CNCCN2CCCCC2)C[C@H](C)O1	-0.5	12	0.4	6
77	CNC(=O)c1c(O)c2ccccc2n(C)c1=O	-0.1	3	-0.2	-9
78	CN1C(=O)C(=Cc2cn(CC(=O)Nc3ccc(F)cc3)c3ccccc23)C(=O)N(C)C1=O	0.0	12	0.1	16
79	Cc1cccc(/C(N)=N/OC(=O)C23CC4CC(CC(C4)C2)C3)c1	0.5	24	0.5	7
80	Clc1ccc(OCCNCCc2ccccc2)cc1	2.3	-7	0.0	-10
81	O=C(CSc1nc2ccccc2c(=O)n1NC(=O)c1ccccc1)c1ccc(Cl)cc1	1.8	10	1.2	4
82	COc1ccccc1/C=N/N=C1/NC(=O)C(CC(=O)Nc2cccc(C(C)=O)c2)S1 (stereo not given)	12*	-5	-0.1	-6
83	CC(=O)Nc1cnn(-c2ccc(C(=O)N3CCCC3c3nonc3C)cc2)c1 (stereo not given)	-0.6	4	0.0	27
84	O=C(NC1CCN(Cc2ccccc2)CC1)c1ccnc(N2CCN(Cc3ccc4c(c3)OCO4)CC2)c1	2.2	14	-0.2	4
85	C/C(CCc1ccc2c(c1)OCO2)=N\N=C(/N)SC1CC(=O)N(c2ccccc2)C1=O (stereo not given)	6.1*	13	0.3	-4
86	COc1ccc(NC(=O)CSc2nc3ccccc3c(=O)n2CCC(=O)NCc2ccc(F)cc2)c(OC)c1	-1.7	5	-0.1	10
87	Cc1cc(C(=O)Nc2nc3ccc(S(C)(=O)=O)cc3s2)cs1	-4.4	16	0.6	-31
88	CCOC(=O)C1=C(O)/C(=C\c2ccccc2OC)N=C1C	1.0	0	-0.1	0
89	CCCC(=O)N/C(N)=N/c1nc(C)c2cc(C)ccc2n1	1.4	7	0.0	-24
90	c1ccc(-c2cn(-c3ccccc3)c3ncnc(NC4CCCCC4)c23)cc1	-1.2	4	-0.1	-2

Some of the entries so far, with two lines to a compound.
Values in the order: GPR151 ag	MITF inh	FBW7 act	TEAD-YAP block
(88) CCOC(=O)C1=C(O)/C(=C\c2ccccc2OC)N=C1C
→ 1.0	0	-0.1	0
(89) CCCC(=O)N/C(N)=N/c1nc(C)c2cc(C)ccc2n1
→ 1.4	7	0.0	-24

Remaining list, next part
cpd	Compound	GPR151 ag	MITF inh	FBW7 act	TEAD-YAP block
91	Cc1oc(-c2cccs2)nc1CN1CCCC(CNC(=O)c2ccc3c(c2)OCO3)C1 (stereo not given)	-0.6	1	-0.1	-4
92	O=C(COc1ccccc1Cl)N1CCOCC1	-1.0	-6	-0.1	-6
93	O=C(CCC(=O)Nc1ccc(F)cc1)N/N=C/c1ccc(Cl)cc1	-0.2	-12	-0.1	0
94	CC1CCCC(NC(=O)c2ccc3c(c2)[nH]c(=S)n2c4ccccc4nc32)C1C (stereo not given)	-1.0	-6	-0.1	-10
95	CCC(C)C(NCc1c(Cl)cccc1Cl)C(=O)O (stereo not given)	0.6	5	0.7	-1
96	CCC(=O)N(CC(C)C)c1nnc(-c2ccc(C)cc2)s1	0.8	5	0.3	-6
97	COc1ccc(-c2cc(C(F)(F)F)n3nc(C(=O)Nc4cc(Cl)ccc4O)cc3n2)cc1	-0.1	-7	0.0	-1
98	CCN1CCN(C(c2ccc(OC)c(OC)c2)c2nnnn2Cc2ccco2)CC1 (stereo not given)	-0.4	-3	-0.1	-2
99	O=C1CSC(=O)N1CC(=O)N1CCc2c([nH]c3ccccc23)C1c1ccccn1 (stereo not given)	2.2	13	-0.1	4
100	CCC(C)n1c(SCC(=O)O)nc2c1c(=O)[nH]c(=O)n2C (stereo not given)	0.4	0	0.0	-1
101	CC(C)OC(=O)c1cc(-c2ccc(Cl)cc2)nc2ccccc12	-0.3	1	-0.1	7

Assay outcomes from PubChem.

Hits appear at their usual frequency; overall some 3.4% were active at least once.
